MgcRacGAP inhibition: MgcRacGAP GTPase-activating activity inhibitors, confirmation, biochemical, ADP Hunter fluorescence; MgcRacGAP-stimulated Rac1 GTP hydrolysis, ADP Hunter fluorescence; higher % means a stronger effect; GST-tagged Rac1 F28L mutant substrate; inhibition, % at 30 µM, or IC50 in µM where a hit was titrated; 340,000 compounds, 0.6% hits; AID 624330;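 active = first-screen hits whose inhibition reached a set limit at any dose in the follow-up dose series; inconclusive = inhibition above the set first-screen limit but never retested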;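 note: fluorescence reports GDP produced by GAP-driven GTP hydrolysis; strong numbers were not always called active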
GPR55 antagonists: inhibition of LPI-stimulated GPR55 beta-arrestin translocation – imaging, U2OS, beta-arrestin-GFP, LPI agonist, primary screen (AID 2013); U2OS GPR55 beta-arrestin-GFP translocation imaging, LPI antagonism; higher % means a stronger effect; one-dose inhibition, % at 10 µM; IC50 in µM for titrated hits; 290,000 compounds, 0.13% hits;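 active = spots per cell inhibited over 60%, with over 100 cells counted and total cytoplasm intensity under 500,000; inconclusive = wells with under 100 cells, flagged as likely toxic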;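 note: U2OS cells stably carrying GPR55 and arrestin-GFP stimulated by 5 µM LPI near EC80; imaged beta-arrestin-GFP aggregate spots per cell after agonist stimulation; plate controls were LPI-stimulated DMSO wells for no effect and DMSO wells without LPI for full effect; some results filed as inactive read as strong as hits; confirmed hits need IC50 under 10 µM and bright autofluorescent wells are also inconclusive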
GPR35 antagonists: inhibition of zaprinast-stimulated GPR35 beta-arrestin translocation – imaging, U2OS, beta-arrestin-GFP, zaprinast agonist, primary screen (AID 2058) | U2OS GPR35 beta-arrestin-GFP translocation imaging, zaprinast antagonism; higher % means a stronger effect | one-dose inhibition, % at 10 µM; IC50 in µM for titrated hits | 290,000 compounds, 0.052% hits;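 active = inhibition of at least 50% with at least 30 cells and total cytoplasm GFP at most 10,000,000; inconclusive = under 30 cells or total GFP of 10,000,000 plus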
Siah-1 displacement: Siah-1 peptide-binding antagonists, primary screen, biochemical, fluorescence polarization, rhodamine-plectin, uHTS (AID 1817); 290,000 compounds, 0.02% hits; one-dose displacement, % at 20 µM; IC50 in µM for titrated hits; Siah-1 / rhodamine-plectin peptide fluorescence polarization; higher % means a stronger effect;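 active = displacement of at least 50% at 20 µM, with a fluorescence ratio check between 0.3 and a set limit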;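 note: plate controls were Siah plus tracer with DMSO for no effect and tracer alone without Siah for full effect; strong numbers were not always called active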
HIV fusion peptide: cell-free HIV fusion peptide-binding blockers – biochemical, uHTS, fluorescence dequenching, primary screen (AID 1986); cell-free peptide binding, fluorescence dequenching, 30 min; higher % means a stronger effect; one-dose inhibition, % at 20 µM; IC50 in µM for titrated hits; 290,000 compounds, 0.3% hits; in the data active = inhibition mostly above about 52%, no sharp cut-off; inactive = mostly below about 76%; note: some results filed as inactive read as strong as hits
Salmonella PhoP GFP: PhoP-dependent GFP reporter repression – Salmonella Typhimurium, primary screen (AID 1863); S. Typhimurium PhoP-regulated promoter GFP reporter, 4 h; higher % means a stronger effect; inhibition, % at 50 µM; hits with a dose series show IC50 in µM; 300,000 compounds, 0.16% hits;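 active = inhibition over 29.93%, a cutoff 3 SD above the screen mean, later confirmed by dose response; inconclusive = inhibition over 29.93% but no dose response follow-up; inactive = inhibition at most 29.93% or unconfirmed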;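 note: 0% = low Mg2+ inducing control and 100% = high Mg2+ repressing control; strong numbers were not always called active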
LYP inhibition: PTPN22 lymphoid phosphatase activity blockers – biochemical, fluorescence intensity, uHTS (AID 1779); recombinant LYP phosphatase, fluorescence intensity; higher % means a stronger effect; one-dose inhibition, % at 11.5 µM; IC50 in µM for titrated hits; 290,000 compounds, 0.054% hits; in the data active = inhibition above about 50%;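 note: plate controls were vehicle with enzyme for no effect and no enzyme for full effect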
NTR1 agonist: agonists of NTR1, primary screen, imaging, U2OS cells, beta-arrestin-GFP, high content (AID 493036); NTR1-U2OS beta-arrestin-GFP spot imaging, agonist mode; activation, % at 20 µM; P30989; 330,000 compounds, 0.17% hits;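 active = activation at or above 40% of the spot to cytoplasm intensity ratio, with at least 20 cells analyzed; inconclusive = wells under 20 cells, flagged as cytotoxic or low count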;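 note: 0% = DMSO without peptide and 100% = 100 nM NTR1 peptide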
Target sequence (P30989 whole entry, looked up): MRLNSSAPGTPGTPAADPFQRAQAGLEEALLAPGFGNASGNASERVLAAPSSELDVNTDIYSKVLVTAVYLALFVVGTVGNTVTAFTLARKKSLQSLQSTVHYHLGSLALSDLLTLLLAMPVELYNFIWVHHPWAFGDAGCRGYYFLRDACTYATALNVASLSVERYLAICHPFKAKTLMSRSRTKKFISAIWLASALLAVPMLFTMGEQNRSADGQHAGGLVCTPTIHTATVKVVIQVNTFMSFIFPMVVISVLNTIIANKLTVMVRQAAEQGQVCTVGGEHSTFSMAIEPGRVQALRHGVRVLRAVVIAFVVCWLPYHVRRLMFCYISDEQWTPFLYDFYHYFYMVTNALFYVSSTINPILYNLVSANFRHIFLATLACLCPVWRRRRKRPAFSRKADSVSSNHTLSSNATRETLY
Myeloid diff MLP: compounds promoting myeloid differentiation; 360,000 compounds, 1% hits; ER-HoxA9 myeloid progenitors, lysozyme-GFP differentiation, flow cytometry; calls only at 10 µM;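 active = normalized GFP-positive differentiation at or above the plate's own cutoff, the solvent-only control mean plus 3 SD; inconclusive = no clear call, values can overlap the other calls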;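 note: cells exposed to compound for four days before flow analysis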
NTR1 agonist cell count 20 µM: also measured in NTR1 agonist; calls as there; cell count; measured here: cell count, cytotoxicity flag
Myeloid diff MLP GFP+ MAC1+ %: second read-out of Myeloid diff MLP, no call of its own (marks repeat the call); GFP+ MAC1+ double positive, %; measured here: differentiation confirmed by MAC1 staining
Starred values were filed as active, the others as inactive; i = inactive; ? = inconclusive; . = no result given.

SMILES	MgcRacGAP inhibition	GPR55 antagonists	GPR35 antagonists	Siah-1 displacement	HIV fusion peptide	Salmonella PhoP GFP	LYP inhibition	NTR1 agonist	NTR1 agonist cell count 20 µM	Myeloid diff MLP	Myeloid diff MLP GFP+ MAC1+ %
O=C(Cn1nc(-c2ccc(Cl)cc2)ccc1=O)NCC1COCCO1 (centres undefined)	8.2%	-1.3%	16.8%	-4.3%	-1.5%	7.0%	-3.7%	0.4	41	i	3.2
COc1ccc(C(=O)COC(=O)CCNS(=O)(=O)c2ccc(NC(C)=O)cc2)c(OC)c1	8.9%	.	.	.	.	-7.8%	.	-0.6	56	i	0.4
COc1ccc(OCC(=O)NC(=S)Nc2ccc(S(=O)(=O)Nc3cc(C)on3)cc2)cc1	4.3%	15.2%	-6.4%	1.8%	5.0%	-4.9%	-4.7%	1.7	48	i	4.2
Cn1c(CNC(=O)C2CCC(=O)N(CCc3cccc(F)c3)C2)nc2ccccc21 (centres undefined)	8.3%	16.2%	-4.0%	3.7%	-1.0%	0.7%	-0.6%	-1.1	42	i	0.7
O=C(Nc1cccnc1)c1ccc(NS(=O)(=O)c2cccc([N+](=O)[O-])c2)cc1	7.3%	0.1%	2.1%	-2.0%	1.0%	-2.5%	-1.0%	0.3	50	i	0.4
CCOC(=O)C(CC)Sc1nc2c(cnn2-c2ccc(F)cc2)c(=O)[nH]1 (centres undefined)	6.2%	5.5%	-2.5%	3.7%	1.9%	1.0%	-6.9%	3.6	52	i	0.3
O=C(CCc1ccccn1)N1CCCC(CNS(=O)(=O)c2cccs2)C1 (centres undefined)	-8.0%	15.0%	13.6%	1.2%	1.0%	-11.0%	-5.5%	-1.3	31	i	1.0
CCOC(=O)C1(Cc2cccc(OC)c2)CCN(Cc2cccc3c2OCO3)CC1	-1.7%	10.5%	5.3%	2.1%	0.8%	-3.4%	-5.2%	1.8	27	i	0.6
Cc1ccc(Nc2nc(C(=O)N3CCC(C(=O)NCc4ccccc4)CC3)cs2)cc1	4.9%	11.2%	-7.3%	7.2%	0.8%	3.4%	-4.5%	2.8	40	i	0.5
CCOCCCNC(=S)N1CCN(CC)CC1	26.0%	-7.1%	20.3%	4.6%	1.5%	-6.6%	-5.8%	-0.2	92	i	0.8
CC(C)C(NS(=O)(=O)c1ccccc1F)C(=O)N1CCc2ccccc2C1 (centres undefined)	7.5%	-3.7%	4.1%	1.0%	2.9%	0.9%	-9.2%	0.2	49	i	1.3
CC(C)c1c(O)nc(SCCN2CCOCC2)[nH]c1=O	5.4%	4.5%	1.5%	0.0%	-1.6%	7.4%	-11.5%	-0.3	51	i	2.0
CC(=O)c1cccc(OCC(=O)Nc2cc(S(=O)(=O)N3CCOCC3)ccc2N2CCCC2)c1	8.0%	.	.	.	.	-0.9%	.	0.9	62	i	0.5
Cc1ccc(NC2CCCN(C(=O)C3CCCCC3)C2)cc1C (centres undefined)	12.8%	-17.5%	0.7%	-4.5%	-1.7%	0.0%	-6.5%	1.5	73	?	.
Cc1ccc(NC(=O)CCNC(=O)c2ccco2)cc1Cl	2.6%	2.8%	2.9%	3.8%	-1.3%	14.5%	-4.3%	0.3	53	i	1.6
O=C(NCCn1cccn1)C1CCC(=O)N(CCc2ccc(Cl)cc2)C1 (centres undefined)	2.9%	4.1%	4.4%	0.8%	-1.2%	-9.9%	-8.9%	0.1	67	i	1.5
CC(=O)Nc1ccc(Nc2ncnc3c2cnn3-c2ccccc2)cc1	0.9%	4.5%	8.5%	-2.2%	-2.2%	-4.2%	-3.8%	-0.3	67	i	0.6
COCc1cc(CNC(=O)C2CCC(=O)N(Cc3ccccc3OC)C2)[nH]n1 (centres undefined)	-1.2%	-3.5%	5.4%	11.2%	1.0%	-2.8%	-10.3%	0.3	45	i	0.4
CCCc1nn2c(=O)cc(CSCC(=O)Nc3nnc(C(C)C)s3)nc2s1	-2.6%	6.4%	6.0%	3.1%	-0.8%	2.9%	-1.4%	0.9	67	i	0.5
O=C(Nc1ccccc1-c1ccccc1)NC1CCN(C(=O)N2CCOCC2)CC1	5.2%	-0.6%	-21.9%	11.2%	-0.3%	5.9%	-2.4%	0.0	79	i	0.9
O=C(CCC1CCCC1)Nc1cc(C(F)(F)F)ccc1N1CCOCC1	-0.3%	.	.	.	.	7.4%	.	3.5	64	i	0.3
Cc1nnc(NC(=O)C2(c3ccccc3)CCOCC2)s1	7.9%	7.9%	-7.4%	4.7%	1.5%	2.0%	-7.0%	-0.1	66	i	0.7
COC(=O)C1=C(C)NC(=O)NC1c1ccco1 (centres undefined)	6.1%	6.8%	10.5%	-0.5%	0.1%	-1.1%	-9.4%	0.7	88	i	0.8
CC(OC(=O)CN1C(=O)c2ccccc2C1=O)C(=O)N(C)c1ccccc1 (centres undefined)	2.9%	.	.	.	.	-5.0%	.	0.3	74	i	0.3
COc1ccccc1OCC(=O)NNc1c2ccccc2nc2ccccc12	13.0%	6.6%	13.0%	-14.9%	-4.0%	14.2%	0.6%	10.6	56	.	.
Nc1nonc1-n1nnc(C(=O)N/N=C/c2ccc(OCc3ccccc3)cc2)c1COc1ccc(F)cc1	-12.1%	8.5%	17.7%	-1.8%	-0.4%	-2.4%	-2.1%	5.8	56	i	0.5
CCN(Cc1cc2ccc(C)cc2[nH]c1=O)C(=O)c1ccncc1	.	2.2%	-2.0%	-4.1%	-1.0%	-7.0%	-5.8%	.	.	.	.
CCCNC(=S)NC1CC2CCCC(C1)N2CC(C)C (centres undefined)	-3.6%	3.4%	-15.8%	-5.1%	-2.4%	-4.4%	0.2%	-0.9	34	i	8.6
Cn1c(=O)[nH]c(=O)c2c1nc(NC1CCCC1)n2Cc1ccccc1	13.3%	8.5%	0.8%	8.5%	-1.1%	-2.2%	-10.9%	0.0	75	i	0.8
Cc1ccc(-c2ccc(CCC(=O)O)n2Cc2ccco2)cc1	16.3%	-5.5%	-11.7%	3.2%	-3.0%	22.9%	1.9%	0.7	78	i	0.4

Results in GPR55 antagonists and HIV fusion peptide (2 entries from above):
| mol | GPR55 antagonists | HIV fusion peptide |
| --- | --- | --- |
| Cc1nnc(NC(=O)C2(c3ccccc3)CCOCC2)s1 | 7.9% | 1.5% |
| COC(=O)C1=C(C)NC(=O)NC1c1ccco1 (centres undefined) | 6.8% | 0.1% |

New compounds follow
SMILES	MgcRacGAP inhibition	GPR55 antagonists	GPR35 antagonists	Siah-1 displacement	HIV fusion peptide	Salmonella PhoP GFP	LYP inhibition	NTR1 agonist	NTR1 agonist cell count 20 µM	Myeloid diff MLP	Myeloid diff MLP GFP+ MAC1+ %
O=C(Nc1ccccc1)c1ccccc1NC(=O)C(F)(F)F	6.0%	6.2%	-4.3%	3.2%	0.9%	3.0%	-7.4%	3.9	52	i	2.5
COc1cc(/C=N/NC(=O)c2c(-c3ccccc3)noc2C)cc(OC)c1OC	8.0%	1.7%	-9.5%	1.3%	0.0%	-1.9%	-1.5%	0.4	93	i	0.1
CN(CC(=O)Nc1ccccc1Cl)C(=O)C1CCN(S(=O)(=O)c2ccc3c(c2)OCCO3)CC1	5.5%	.	.	.	.	-0.4%	.	-0.5	60	i	1.3
O=C(NC1CCCCC1NC(=O)c1cccs1)c1cccs1 (centres undefined)	5.0%	-14.2%	3.9%	1.2%	-0.7%	-0.9%	-4.1%	0.6	79	i	0.6
CCOC(=O)C(/C=C(\C#N)C(=O)OCC)=C(/N)N1CCN(c2ccccc2)CC1	11.3%	-0.1%	22.7%	0.2%	-1.1%	8.9%	0.1%	2.3	37	i	0.4
Brc1ccc(NCc2cccc3ccccc23)nc1	5.8%	-8.7%	-8.1%	4.7%	-1.3%	-1.8%	-8.5%	6.0	75	i	2.0
CCOc1cc(NC(=S)Nc2cccc(C)c2)c(OCC)cc1NC(=O)CC(C)C	8.9%	-8.3%	2.2%	-0.9%	-2.2%	2.9%	-7.3%	.	.	i	1.1
CCOc1ccc(N(C(=O)CNC(=O)c2ccco2)C(C(=O)NC2CCCC2)c2cccnc2)cc1 (centres undefined)	1.5%	-10.8%	-3.5%	2.7%	-0.1%	5.7%	-13.2%	1.8	48	i	0.4
O=C(NCCc1ccccc1C(F)(F)F)C1CCC(=O)N(CCCN2CCCC2=O)C1 (centres undefined)	6.1%	-1.9%	10.8%	5.3%	2.6%	-4.1%	-2.3%	-0.4	47	i	1.2
N#Cc1c(N)c(C(=O)c2ccccc2)n2c1CCCC2	3.2%	24.8%	17.6%	-2.7%	-1.8%	10.2%	-3.2%	0.3	61	i	12.9

Random excerpt: two compounds from above, in no set order.
SMILES	MgcRacGAP inhibition	GPR55 antagonists	GPR35 antagonists	Siah-1 displacement	HIV fusion peptide	Salmonella PhoP GFP	LYP inhibition	NTR1 agonist	NTR1 agonist cell count 20 µM	Myeloid diff MLP	Myeloid diff MLP GFP+ MAC1+ %
COc1cc(/C=N/NC(=O)c2c(-c3ccccc3)noc2C)cc(OC)c1OC	8.0%	1.7%	-9.5%	1.3%	0.0%	-1.9%	-1.5%	0.4	93	i	0.1
CCOc1ccc(N(C(=O)CNC(=O)c2ccco2)C(C(=O)NC2CCCC2)c2cccnc2)cc1 (centres undefined)	1.5%	-10.8%	-3.5%	2.7%	-0.1%	5.7%	-13.2%	1.8	48	i	0.4

The results go on.
SMILES	MgcRacGAP inhibition	GPR55 antagonists	GPR35 antagonists	Siah-1 displacement	HIV fusion peptide	Salmonella PhoP GFP	LYP inhibition	NTR1 agonist	NTR1 agonist cell count 20 µM	Myeloid diff MLP	Myeloid diff MLP GFP+ MAC1+ %
CCOC(=O)c1c(C)[nH]c(=S)c(C#N)c1-c1ccccc1	26.4%	29.4%	13.1%	9.6%	1.3%	-11.5%	1.1%	1.3	49	i	0.5
CCN(CC)CCN1C(=O)c2ccccc2NC1c1ccccc1F (centres undefined)	2.7%	-0.6%	5.1%	-1.5%	1.3%	5.5%	-4.0%	0.3	51	i	3.4
CCc1nnc(NC(=O)CCC(=O)N2CCN(CCc3ccccc3)CC2)s1	8.7%	8.6%	-10.8%	1.8%	-0.4%	-1.5%	4.6%	0.2	48	i	0.4
Cc1cc(NS(=O)(=O)c2ccc(NC(=O)c3cc(-c4cccnc4)nc4ccc(Cl)cc34)cc2)no1	3.6%	12.7%	2.7%	9.2%	1.6%	3.4%	1.4%	2.8	83	i	8.1
